# ADAM17 inh: ADAM17 inhibitors, primary screen, biochemical, QFRET. Disintegrin and metalloproteinase domain-containing protein 17 (Homo sapiens), P78536. recombinant ADAM17, EDANS/DABCYL FRET peptide cleavage. inhibition, % at 6.95 µM. 370,000 tested, 0.83% active. AID 720648, 2013;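 active = inhibition above the mean of compounds lying between control limits plus 3 SD, set per campaign, cut at about 8.5% in these data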;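 note: 0% = DMSO-only wells as the low control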
# Tn7 DDE FP: inhibitors of Tn7 peptide binding to fibrin DD(E), primary screen, biochemical, fluorescence polarization, human fibrin, Tn7 probe; FP displacement of FITC-Tn7 peptide from fibrin DD(E); 0% = median of compound wells per plate; inhibition, % at 8.3 µM; 370,000 tested, 0.13% active;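 active = inhibition above the mean of compounds falling within the control limits plus 3 SD of them, cut at about 14% in these data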;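 note: 0% = plate median of compound wells and 100% = 10 µM Aha-Tn7 peptide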
#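 Assay system: human fibrin DD(E) protein / Input: 2 µM fibrin DD(E) / Benchmarks: high control of 10 µM Aha-Tn7 peptide / Measured by: fluorescence polarization of the labelled Tn7 tracer / Medium: Tris buffer with calcium and detergent, pH 7.8 / Timing: 10 min compound pre-incubation, 3 h probe incubation at room temperature / Repeats: one replicate per compound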
# ADAM10 inh: human ADAM10 inhibitors, primary screen, biochemical, QFRET, HTS; 370,000 tested, 0.62% active; recombinant ADAM10, EDANS/DABCYL FRET peptide cleavage, 3 h; inhibition, % at 7 µM; Disintegrin and metalloproteinase domain-containing protein 10 (Homo sapiens), O14672;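 active = inhibition above a per-campaign cutoff equal to the mean of compounds falling between control-based bounds plus 3 SD, cut at about 20% in these data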;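 note: 0% = DMSO wells while the 100% control is not disclosed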
# ARFGAP1 inh: inhibitors of rat ARFGAP1 GAP activity, primary screen, biochemical, fluorescence polarization, GDP tracer; ADP-ribosylation factor GTPase-activating protein 1 (Rattus norvegicus), Q62848; Arfgap1-stimulated ARF1 GTP hydrolysis, GDP FP detection; inhibition, % at 16.5 µM; 360,000 tested, 0.26% active; AID 651572, 2012;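 active = inhibition above a per-plate limit, mean inhibition of low control wells plus 3 SD, cut at about 25% in these data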;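 note: 0% = DMSO wells with enzyme and 100% = wells lacking Arfgap1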
#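 Material: rat Arfgap1 catalytic domain, aa 1-136; also added: human ARF1(Δ1-17)-GTP substrate; compound dosing: one concentration, 16.5 µM, DMSO 1.26%; incubation: GTP hydrolysis reaction 2 h at 25 °C; measured by: Tracer-displacement fluorescence polarization with EDTA stop, 620/688 nm; evaluation: % inhibition from polarization; repeats: one replicate per compound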
# DDE Tn6 FP inh: inhibitors of Tn6 peptide binding to fibrin DD(E), primary screen, biochemical, fluorescence polarization, human fibrin, Tn6 probe. Fibrinogen beta chain (Homo sapiens), P02675. inhibition, % at 8.3 µM. 370,000 tested, 0.21% active. Fibrin DD(E) TRITC-Tn6 fluorescence polarization displacement. AID 720509, 2013;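 active = inhibition above a per-campaign cutoff: mean of compounds within control limits plus 3 SD, cut at about 15% in these data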;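 note: 0% = median of all compound wells on the plate and 100% = blocking peptide control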
# TDP2 absorb: human TDP2 enzyme inhibitors, primary screen, biochemical, epi absorbance, recombinant enzyme; Tyrosyl-DNA phosphodiesterase 2 (Homo sapiens), O95551; T5PNP hydrolysis, p-nitrophenol absorbance 415 nm; inhibition, % at 12.8 µM; 370,000 tested, 0.34% active; AID 720702, 2013;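 active = inhibition above the mean of all tested compounds plus 3 SD, set per campaign, cut at about 25% in these data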;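 note: 0% = DMSO with enzyme and 100% = buffer with substrate but no TDP2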
#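 System – recombinant human TDP2 · Quantity – TDP2 enzyme at 120 nM final · Doses – single concentration, 12.8 µM nominal, with 1% DMSO · Incubation – 2 h at 37 °C · Measured by – epi absorbance of p-nitrophenol freed from T5PNP by hydrolysis · Read-out – % inhibition relative to enzyme-containing and enzyme-free wells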
# PLCg1 inh: PLC-gamma1 enzyme inhibitors, primary screen, biochemical, fluorescence, purified enzyme. 1-phosphatidylinositol 4,5-bisphosphate phosphodiesterase gamma-1 (Homo sapiens), P19174. inhibition, % at 12.2 µM. 370,000 tested, 0.84% active. fluorogenic substrate; in the data active = inhibition above about 9.5%
# Target sequence (P19174 whole entry, looked up): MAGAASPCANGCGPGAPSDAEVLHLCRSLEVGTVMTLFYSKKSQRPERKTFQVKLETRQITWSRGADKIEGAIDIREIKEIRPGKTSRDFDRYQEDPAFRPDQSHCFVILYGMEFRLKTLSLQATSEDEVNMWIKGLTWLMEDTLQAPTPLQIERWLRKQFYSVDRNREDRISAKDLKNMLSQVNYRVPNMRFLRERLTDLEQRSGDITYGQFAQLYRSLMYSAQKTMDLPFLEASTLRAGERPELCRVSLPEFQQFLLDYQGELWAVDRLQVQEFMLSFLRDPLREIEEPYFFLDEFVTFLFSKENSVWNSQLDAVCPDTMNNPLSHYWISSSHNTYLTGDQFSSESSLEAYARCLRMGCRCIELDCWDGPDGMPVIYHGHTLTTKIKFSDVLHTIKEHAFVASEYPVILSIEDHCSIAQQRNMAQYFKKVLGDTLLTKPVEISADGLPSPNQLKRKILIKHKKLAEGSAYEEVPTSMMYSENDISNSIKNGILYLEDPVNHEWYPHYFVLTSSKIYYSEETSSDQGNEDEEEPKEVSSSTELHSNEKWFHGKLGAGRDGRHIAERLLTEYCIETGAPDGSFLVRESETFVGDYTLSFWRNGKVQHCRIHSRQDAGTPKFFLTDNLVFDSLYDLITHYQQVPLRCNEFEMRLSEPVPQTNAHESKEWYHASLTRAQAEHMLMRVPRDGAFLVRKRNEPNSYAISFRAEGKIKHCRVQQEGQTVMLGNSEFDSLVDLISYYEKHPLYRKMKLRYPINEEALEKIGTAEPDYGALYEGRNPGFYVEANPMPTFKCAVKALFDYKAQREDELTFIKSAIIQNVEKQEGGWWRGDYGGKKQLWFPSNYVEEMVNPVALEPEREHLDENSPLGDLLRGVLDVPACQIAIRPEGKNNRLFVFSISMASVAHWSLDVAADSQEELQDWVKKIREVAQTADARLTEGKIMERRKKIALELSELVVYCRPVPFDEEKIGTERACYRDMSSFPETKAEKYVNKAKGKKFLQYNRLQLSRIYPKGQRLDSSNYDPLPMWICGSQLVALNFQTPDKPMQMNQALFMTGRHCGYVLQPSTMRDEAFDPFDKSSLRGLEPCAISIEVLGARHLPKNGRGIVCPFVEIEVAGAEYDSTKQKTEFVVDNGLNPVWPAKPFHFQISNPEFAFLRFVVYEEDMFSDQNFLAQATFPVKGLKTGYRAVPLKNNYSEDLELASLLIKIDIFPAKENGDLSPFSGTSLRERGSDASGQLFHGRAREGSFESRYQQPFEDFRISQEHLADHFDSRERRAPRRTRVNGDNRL
# proKLK7 act: proKLK7 zymogen activators, primary screen, biochemical, fluorescence intensity; Kallikrein-7 (Homo sapiens), P49862; purified proKLK7, EDANS-DABCYL substrate fluorescence; 100% is mature enzyme control, 0% vehicle; activation, % at 7 µM; 370,000 tested, 0.9% active; AID 652039, 2013;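 active = activation above the mean of all tested compounds plus 3 SD, computed per campaign excluding outliers beyond control limits, cut at about 13% in these data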
# LEDGF integ inh: blockers of LEDGF/p75-dependent integrase strand transfer – biochemical, TR-FRET, high throughput, primary screen | HIV-1 integrase (with human LEDGF/p75) | TR-FRET IN-LEDGF/p75 DNA integration, Eu/Cy5 | inhibition, % at 3.7 µM | 370,000 tested, 0.64% active;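 active = inhibition above the screen-wide mean plus 3 SD, cut at about 13% in these data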;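 note: signal is the Cy5 over europium emission ratio at 671 and 618 nm; 0% = plate median of compound wells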
# ASAP1 GAP inh: inhibitors of human ASAP1 ArfGAP activity, primary screen, biochemical, fluorescence polarization | Arf-GAP with SH3 domain, ANK repeat and PH domain-containing protein 1 (Homo sapiens), … | ASAP1-stimulated ARF1 GTP hydrolysis, GDP FP detection | inhibition, % at 16.5 µM | 360,000 tested, 0.19% active | AID 624377, 2012; in the data active = inhibition above about 25%;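 note: 0% = vehicle with enzyme and substrate and 100% = no enzyme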
# Numbers without * were called inactive; · = no result given.
SMILES,ADAM17 inh,Tn7 DDE FP,ADAM10 inh,ARFGAP1 inh,DDE Tn6 FP inh,TDP2 absorb,PLCg1 inh,proKLK7 act,LEDGF integ inh,ASAP1 GAP inh
COC(=O)[C@]12C[C@H](CC(=O)N3CCCC3)C(=O)N(Cc3ccco3)C1=C[C@H](C(C)C)O[C@@H]2C1CC1,-2,-3,-1,·,-2,10,-1,0.7,-1,·
CCCN1C(=O)/C(=C\C=C2/Sc3ccccc3N2CCO)SC1=S,-7,2,-10,1,4,0,-6,0.1,2,2
COC(=O)c1sccc1NC(=O)c1ccc(C)o1,-2,11,-1,3,6,0,-4,-0.1,-3,13
N#C/C(=C\c1cccc([N+](=O)[O-])c1)C(=O)NCc1ccc(Cl)cc1,-1,3,5,6,5,0,0,0.0,-1,0
CCC[C@H]1[C@@H](NC(=O)c2ccc(N(C)C)cc2)CC[C@@]23CCCN2C(=O)CCC[C@@H]13,-8,-3,-4,·,-2,0,-1,·,5,·
S=C1NNC2(CC3CC2C2CCCC32)NN1 (centres undefined),-3,-3,-5,14,1,6,-1,-0.2,3,7
O=C(Nc1ccccc1N1CCN(C(=O)c2ccc(Cl)cc2)CC1)c1cccnc1,-1,-4,-1,14,-7,0,0,-0.7,1,-3
Cc1ccc(NC(=O)Cc2nc(CCl)cs2)cc1,-3,4,-9,3,15*,-6,-9,-0.3,0,-3
OCCN(Cc1ccccc1)Cc1ccc(Cl)cc1Cl,2,-4,15,11,-9,-3,5,0.1,0,-12
Cn1c(Cc2nc(-c3cnccn3)no2)nnc1SCC(=O)Nc1ccccc1,-6,1,1,6,2,-2,-1,0.5,-2,-7
COc1ccc(C(C(=O)NCC2CCCO2)N(C(=O)CNC(=O)c2cccs2)c2ccccc2C)cc1OC (centres undefined),-3,2,-9,6,0,10,1,-0.1,1,4
COC(=O)CNC(=O)c1ccc(C)s1,-4,2,-3,13,2,-6,0,-0.2,1,10
CC(Cc1ccccc1)NC(=O)c1cc([N+](=O)[O-])ccc1Cl (centres undefined),-1,-10,0,-14,-13,10,2,-0.6,4,0
Oc1ccc(C2CNCc3sccc32)cc1O (centres undefined),-2,-1,2,8,-4,3,1,0.4,12,-11
c1ccc(-c2ccc(SCc3cccnc3)nn2)nc1,-5,8,5,1,3,-7,-1,0.1,-3,0
CN1CCC(C2(O)c3ccccc3CSc3sccc32)CC1 (centres undefined),-2,-7,3,-1,-7,6,0,-0.6,-3,-1
O=C(CSc1nnc2ccc(-c3ccccn3)nn12)Nc1cccc(F)c1,3,-4,-12,-4,-3,1,-2,0.1,-2,14
Cc1cc(C(=O)OCC(=O)Nc2ccccc2[N+](=O)[O-])c2ccccc2n1,3,-3,6,3,0,-10,6,-0.2,-1,-15
C=CCNC(=O)c1ccccc1NC(=O)Cc1ccccc1[N+](=O)[O-],-9,0,-7,7,-4,-2,5,0.5,3,-10
O=c1[nH]ncc(N/N=C\c2ccncc2)c1Cl,6,-2,2,-1,-4,-17,9,0.4,7,-4
CCOC(=O)C1(C)CCCCN1C(=O)c1ccc(N(C)C)cc1 (centres undefined),-3,-3,-2,0,4,3,0,0.1,-4,-10
COc1ccc(N(CC(=O)N/N=C/c2ccco2)S(=O)(=O)c2ccccc2)cc1,2,0,8,-1,-3,7,2,0.2,2,-3
CNC(=O)CN(c1cc(C)ccc1OC)S(=O)(=O)c1ccc(C)cc1,-6,3,-6,9,2,9,0,-0.4,2,-7
CCOc1ccc(NC2=CC(=O)C(=O)c3ccccc32)cc1,0,2,-12,8,0,32*,-1,-1.4,23*,-12
COc1cc(OC)cc(C(=O)Nc2ccc3nc4n(c(=O)c3c2)CCCCC4)c1,0,-6,-8,14,-1,13,0,-0.2,1,0
CC(Nc1cccc2ccccc12)C(=O)N/N=C/c1ccc([N+](=O)[O-])cc1 (centres undefined),-3,-3,-11,6,-8,31*,-45,-2.7,16*,26*
CN(C)CCCN(C(=O)c1ccco1)c1nc2c(F)cccc2s1,-5,-4,7,5,0,7,2,-0.9,-1,-3
COc1ccc(-c2nnn(CC(=O)N(Cc3cccs3)C(C)C(=O)NC3CCCC3)n2)cc1OC (centres undefined),-3,5,-2,10,7,6,2,-0.3,-2,22
O=C(c1cc(=O)c2ccccc2o1)N1CCCc2ccccc21,-2,2,-3,-5,-2,-6,3,0.3,4,1
C/C=C(\C)CN1CCN(c2ccccc2)CC1,-11,1,4,-2,6,5,0,-0.2,27*,-1
CC(=O)Nc1ccc2c(c1)CCC2=O,-2,-3,-2,9,2,0,2,0.9,-2,12
NC(=O)CC(NC(=O)c1ccccc1)c1ccc(NCCN2CCOCC2)c([N+](=O)[O-])c1 (centres undefined),1,9,3,-4,4,1,1,0.3,-2,-13
Cc1cc(NC(=O)CSc2nnc(-c3ccccc3)n2C)no1,-3,-8,16,8,-3,2,0,0.1,4,-5
Cn1ccnc1C(OC(=O)c1ccccc1)C(F)(F)F (centres undefined),-5,2,-17,15,-5,3,-4,-0.4,-4,0
Cc1cc(C)n(CC(=O)n2c3ccccc3c3ccccc32)n1,-1,2,5,0,-1,-10,3,0.0,-2,2
S=C(NCCc1ccccc1)N1CCC2CC1c1c(Cl)cccc12 (centres undefined),2,4,0,-5,6,-4,0,1.5,-10,6
CC(C(=O)Nc1ccc(Cl)cc1Cl)N1C(=O)NC2(CCCC2)C1=O (centres undefined),-1,4,1,1,1,-1,0,0.5,-3,9
CCCCCCCCN1C(=O)[C@@H](CC(=O)NCC23CC4CC(CC(C4)C2)C3)C[C@@]2(C(=O)OC)C1=C[C@H](COCc1ccccc1)O[C@@H]2C,3,4,5,·,3,-4,-4,0.8,-1,·
O=C(CN1C(=O)NC2(CCOc3ccccc32)C1=O)c1ccc(Br)cc1 (centres undefined),2,0,-5,-8,7,-5,0,0.2,-4,-8
O=C(Cc1c(C(=O)O)[nH]c2ccccc12)Nc1ccc2c(c1)OCO2,0,-10,6,-5,-3,10,2,-0.6,-4,6
NCC(c1ccccc1)(c1ccccc1)c1ccccc1,-6,2,0,-4,6,0,-3,-0.3,1,-3
CC(NC(=O)CCSCc1ccccc1F)c1ccccc1 (centres undefined),1,-2,4,10,6,-11,5,0.0,7,4
O=C(Cc1ccc(O)cc1)N/N=C/c1cccs1,-3,-4,1,0,-6,-10,1,0.3,0,-7
COCC1CCCCN1Cc1cn(-c2ccccc2)nc1-c1ccc2c(c1)OCO2 (centres undefined),-2,1,-3,5,2,-6,1,-0.2,4,6
COc1ccc(OC)c(C(=O)c2ccc(C(=O)Nc3ccccc3)cc2)c1,3,0,4,1,5,15,4,0.0,0,5
CCn1c(CCCc2ccc(OC)c(C)c2)n[nH]c1=S,-7,1,-10,7,-4,5,4,0.6,-2,9
COC(=O)C(C[N+](=O)[O-])C1=C(O)CC(C)(C)CC1=O (centres undefined),-7,4,-17,·,-8,-6,-7,0.7,1,·
O=C(CNC(=S)NC(=O)c1ccco1)c1ccccc1,-2,4,3,4,8,-10,-4,0.1,0,-3
Cc1cn([C@H]2C[C@H](O)[C@@H](CCC(=O)NCCN3CCCCC3)O2)c(=O)[nH]c1=O,-1,1,-4,6,3,2,1,-0.1,-2,-12
CC12CCC(=O)N1C(C(=O)Nc1cccc(F)c1)CS2 (centres undefined),-6,-2,-13,-8,-1,2,1,0.2,-1,6
CCn1c(C)csc1=NC(=O)c1ccccc1O,-2,-6,-5,-2,2,-14,-332,2.1,-2,20
CC(C)(C)OC(=O)N1CCCC1C(=O)N1CCCC1C(=O)N1CCCC1C(=O)O (centres undefined),-5,-2,-6,5,-2,9,-1,0.7,1,-4
CCCCN(CC(O)COc1cccc(C)c1)CC(O)COc1cccc(C)c1 (centres undefined),6,-11,12,16,-7,-11,2,-0.6,4,9
CC(C)NCC(O)COc1cccc2ccccc12 (centres undefined),-1,0,1,0,4,8,3,-0.3,6,-6
Cc1ccc(C(=O)NNC(=O)c2ccncc2)cc1[N+](=O)[O-],-3,0,-13,3,-1,13,1,-0.4,-4,15
COc1cccc(/C=C2/NC(=O)N(CC(=O)Nc3ccc(C)cc3)C2=O)c1OCc1cccc(C(=O)O)c1,2,-5,-11,1,4,-2,-10,0.1,-4,-14
O=c1cc(-c2ccco2)nc(SCc2cccc(Cl)c2)[nH]1,0,-2,-10,-16,9,0,0,0.2,4,14
O=C(NCCc1ccccc1)c1ccc(-c2ccc(F)cc2)o1,-3,-2,-4,5,7,3,-4,-0.2,-1,-10

# In another format: entries from further up
# Every second line gives: ADAM17 inh | Tn7 DDE FP | ADAM10 inh | ARFGAP1 inh | DDE Tn6 FP inh | TDP2 absorb | PLCg1 inh | proKLK7 act | LEDGF integ inh | ASAP1 GAP inh
CC(C)(C)OC(=O)N1CCCC1C(=O)N1CCCC1C(=O)N1CCCC1C(=O)O (centres undefined)
 : -5 | -2 | -6 | 5 | -2 | 9 | -1 | 0.7 | 1 | -4
CCCCN(CC(O)COc1cccc(C)c1)CC(O)COc1cccc(C)c1 (centres undefined)
 : 6 | -11 | 12 | 16 | -7 | -11 | 2 | -0.6 | 4 | 9
CC(C)NCC(O)COc1cccc2ccccc12 (centres undefined)
 : -1 | 0 | 1 | 0 | 4 | 8 | 3 | -0.3 | 6 | -6
Cc1ccc(C(=O)NNC(=O)c2ccncc2)cc1[N+](=O)[O-]
 : -3 | 0 | -13 | 3 | -1 | 13 | 1 | -0.4 | -4 | 15

# Source: PubChem BioAssay
